Source: PubChem BioAssay (several laboratories)
IDE act: human IDE activators in live cells, primary screen, fluorescence polarization, HEK cells, FAbeta-B substrate; AID 493087, 2011; FAbeta-B cleavage; 0% vehicle, 100% cell-free pure enzyme wells; 0.073% of 340,000 active; activation, % at 5.96 µM;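 active = activation above the mean of all tested compounds plus 3 SD, set per screening campaign, cut at about 17% in these data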
Target sequence (P14735 whole entry, looked up): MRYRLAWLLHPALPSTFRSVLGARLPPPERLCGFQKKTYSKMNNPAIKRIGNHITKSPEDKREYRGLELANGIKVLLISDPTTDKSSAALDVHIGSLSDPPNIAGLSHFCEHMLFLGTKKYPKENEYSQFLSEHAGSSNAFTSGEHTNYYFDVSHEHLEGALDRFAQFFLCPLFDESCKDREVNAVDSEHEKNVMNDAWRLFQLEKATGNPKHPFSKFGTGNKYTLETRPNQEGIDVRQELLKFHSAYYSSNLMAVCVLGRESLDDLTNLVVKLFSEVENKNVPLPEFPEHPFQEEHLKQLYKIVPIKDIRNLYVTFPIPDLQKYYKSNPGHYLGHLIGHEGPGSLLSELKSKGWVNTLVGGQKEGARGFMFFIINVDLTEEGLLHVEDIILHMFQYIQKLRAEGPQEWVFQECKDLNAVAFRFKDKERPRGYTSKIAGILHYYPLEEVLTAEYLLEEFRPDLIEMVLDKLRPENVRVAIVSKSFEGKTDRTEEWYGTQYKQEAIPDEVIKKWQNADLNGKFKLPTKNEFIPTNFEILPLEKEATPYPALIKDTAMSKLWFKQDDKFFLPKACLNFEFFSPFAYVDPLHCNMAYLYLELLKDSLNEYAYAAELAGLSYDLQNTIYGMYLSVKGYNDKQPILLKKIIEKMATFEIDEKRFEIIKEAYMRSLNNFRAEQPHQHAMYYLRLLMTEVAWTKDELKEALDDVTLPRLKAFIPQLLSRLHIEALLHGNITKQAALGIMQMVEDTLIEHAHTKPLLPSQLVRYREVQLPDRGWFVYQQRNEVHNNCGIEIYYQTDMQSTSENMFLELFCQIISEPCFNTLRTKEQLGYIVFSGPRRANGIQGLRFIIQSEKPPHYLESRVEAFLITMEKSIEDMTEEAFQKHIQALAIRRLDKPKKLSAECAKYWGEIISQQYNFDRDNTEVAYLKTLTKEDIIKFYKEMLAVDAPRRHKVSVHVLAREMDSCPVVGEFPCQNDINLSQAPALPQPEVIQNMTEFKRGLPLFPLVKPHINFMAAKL
M18AAP inhibitor: PfM18AAP inhibitors, malaria aminopeptidase, primary screen, biochemical, QFRET, recombinant enzyme; inhibition, % at 7.35 µM; 1.2% of 290,000 active; H-Glu-NHMec fluorogenic cleavage;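 active = inhibition above the campaign mean inhibition over all tested compounds plus 3 SD, cut at about 28% in these data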;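 also: 0% = plate median of test compound wells and 100% = 2 mM ZnCl2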
MEKK2 WT-MEK5: modulators of MEK5 binding to wildtype MEKK2, primary screen, biochemical, multiplex bead flow cytometry, Alexa488-MEK5 | Mitogen-activated protein kinase kinase kinase 2 (Homo sapiens), Q9Y2U5 | Alexa488-MEK5 binding to MEKK2 WT; actives lie on both sides | binding response (% of control), % at 10 µM | 1.1% of 290,000 active; in the data active = binding response below about 67% or above about 130%
IDE cell inh: human IDE inhibitors in live cells, primary screen, fluorescence polarization, HEK cells, FAbetaB substrate; Insulin-degrading enzyme (Homo sapiens), P14735; FAbetaB cleavage; inhibition, % at 5.59 µM; 0.41% of 320,000 active;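 active = percent inhibition above the average of all tested compounds plus 3 SD, set per screening campaign, cut at about 16% in these data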;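 also: IDE supplied by intact live HEK cells; FP after avidin binding of uncleaved biotin substrate so inhibition keeps polarization high; 0% = DMSO wells and 100% = 60 µM reference IDE inhibitor Ii1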
pCIP destab: p/CIP-EGFP fusion destabilizers, primary screen, fluorescence, F442A cells; Q05BA5; 16 h; decrease of EGFP signal, % at 10 µM; 0.01% of 290,000 active;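 active = EGFP signal decrease of at least 30% at 10 µM or well 3 SD below plate mean, unless failing retest; inactive = the rest, including hits failing retest or dose response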; also: some compounds called inactive have numbers as strong as hits; many of its hits are not listed in these tables
MEKK3 PB1 HTS: modulators of MEKK3-MEK5 PB1 binding, primary screen, biochemical, wildtype MEKK3, multiplex bead flow cytometry, Alexa488-MEK5; bead-based flow cytometry, Alexa488-MEK5 binding to MEKK3; actives lie on both sides; 0 = blocked by unlabeled MEK5, 100 = vehicle; binding response (% of control), % at 10 µM; 1.4% of 290,000 active; AID 1529, 2009;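 active = binding response more than 3 SD above or below the average of its plate-row segment, actives on both sides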;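 also: Alexa488 bead fluorescence after subtracting the streptavidin-only scavenger bead signal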
MEKK2 mut-MEK5: MEK5 binding signal on mutant MEKK2 PB1, primary screen, biochemical, multiplex bead flow cytometry, Alexa488-MEK5 | Alexa488-MEK5 binding to MEKK2 mutant | percent response, % at 10 µM | 0.35% of 290,000 active | AID 1530, 2009; in the data active = percent response above about 24%, passing the limit was not always enough; also: inactives centre near 1; some results filed as inactive read as strong as hits; reference of the scale not given here
UBC9 SUMO inh: inhibitors of in vitro SUMOylation cascade, primary screen, biochemical, HTRF, uHTS. SUMO-conjugating enzyme UBC9 (Homo sapiens), P63279. HTRF SUMOylation assay, SAE1/SAE2 + UBC9. inhibition, % at 35 µM. 0.36% of 290,000 active. AID 2006, 2009; in the data active = inhibition above about 50%, passing the limit was not always enough; also: strong numbers were not always called active
NALP1 yeast inh: NALP1 inflammasome inhibitors in reconstituted yeast, colorimetric, S. cerevisiae, triplicate retest; S. cerevisiae NALP1/ASC/caspase-1 growth, X-gal OD620, 72 h; 0.61% of 280,000 active; inhibition, % at 10 µM; in the data active = inhibition mostly above about 24%, no sharp cut-off; inactive = mostly below about 32%; also: some compounds called inactive have numbers as strong as hits
The depositor's hits bear a star; x = not tested or not shown; [ ] = remark or other dose.

Order of results – IDE act	M18AAP inhibitor	MEKK2 WT-MEK5	IDE cell inh	pCIP destab	MEKK3 PB1 HTS	MEKK2 mut-MEK5	UBC9 SUMO inh	NALP1 yeast inh
CCN(CC)CCCNC(=O)CNC(=O)c1nn(-c2ccc(OC)c(OC)c2)c(=O)c2ccccc12
  -1	-2	104	2	-1	101	-2	-5	28
Cc1ccc(C2NC(=O)CCC2[N+](=O)[O-])cc1 (stereo not given)
  x	1	x	3	1	x	x	-8	-4
COc1cc(C)ccc1OCc1cc(C(=O)N(Cc2nccn2C)C(C)C)no1
  5	7	107	3	-17	101	3	1	-7
COC(=O)c1cnn2c(C(F)(F)F)cc(-c3ccco3)nc12
  -6	3	104	0	-5	103	5	31	-21
CS/C(=N\S(=O)(=O)c1ccccc1)c1ccccc1
  4	0	100	-3	0	100	0	-13	-12
Cc1cccc(NC(=O)CSc2nc3[nH]ncc3c(=O)[nH]2)c1
  -6	15	94	0	0	94	-2	5	31
CNc1c(NS(=O)(=O)c2ccc(Cl)cc2)c(=O)oc2ccccc12
  -2	-3	100	-2	-5	101	-3	6	23
O=C(c1ccccc1)C(Sc1ncn[nH]1)c1ccccc1 (stereo not given)
  -1	10	x	-2	-2	x	x	8	6
O=C(Nc1cccc(NS(=O)(=O)c2ccc(S(=O)(=O)NC3CC3)cc2)c1)c1ccccn1
  3	15	114	-7	-9	124*	5	17	-3
Cc1ccc2c(c1)c1c(n2CC(O)CN2CCC(C)CC2)CCCC1 (stereo not given)
  -4	8	125	-6	-3	102	21	-5	-4
CCc1sc(NC(=O)c2cc3ccccc3oc2=O)nc1-c1cccs1
  -1	4	85	-2	-3	82	-4	20	15
CSc1nc2n(n1)C(c1cccs1)C1=C(CCCC1=O)N2 (stereo not given)
  -2	8	94	3	-6	99	-2	17	-5
O=C(Cn1c(SCc2ccccc2)nc2ccccc21)N1CCOCC1
  5	6	95	-2	-4	102	-5	24	-10
O=C1C(CCCNC(=S)NCc2ccccc2)NC(=S)N1Cc1ccccc1 (stereo not given)
  1	14	109	2	0	101	-1	-14	0
Brc1ccc(Nc2ncnc3[nH]ncc23)cc1
  x	10	68	4	-2	73*[inhibitor]	-30	4	x
O=S(=O)(c1ccc(Cl)cc1)c1nc(-c2ccco2)oc1N1CCOCC1
  -3	13	93	1	5	88	-17	7	x
CC(C)(C)OC(=O)N1CCCC1C(=O)N1CCc2ccccc21 (stereo not given)
  0	-13	98	2	-22	100	-3	19	-52
CCOC(=O)c1[nH]cnc1C(=O)Nc1ccc(Cl)cc1
  5	-2	96	2	5	106	4	4	-8
OCCCC1CCCN(Cc2cn[nH]c2-c2ccc(F)cc2F)C1 (stereo not given)
  4	1	106	-4	9	104	0	11	-2
CS(=O)(=O)Nc1ccc(C2=NN(C(=O)c3ccco3)C(c3ccccc3)C2)cc1 (stereo not given)
  1	4	97	3	-2	97	-2	18	15

Following part:
Order of results – IDE act	M18AAP inhibitor	MEKK2 WT-MEK5	IDE cell inh	pCIP destab	MEKK3 PB1 HTS	MEKK2 mut-MEK5	UBC9 SUMO inh	NALP1 yeast inh
CC(=O)Nc1sc(NC(=O)c2ccc(Cl)cc2)nc1-c1cccs1
  4	-5	x	0	-14	x	x	23	12
O=C(Nc1cccnc1N1CCOCC1)c1cccs1
  9	-3	103	1	-13	106	13	-18	8
CC(C)C(=O)N1CCN(c2ccc(NC(=O)COc3ccccc3[N+](=O)[O-])cc2)CC1
  x	-5	98	3	-5	102	1	7	1
Cc1nc(Nc2cccc(Cl)c2)c2oc3ccccc3c2n1
  5	-6	110	-2	6	111	9	4	4
COc1ccc(CCNC(=O)Cc2cc(OC)c(OC)cc2[N+](=O)[O-])cc1OC
  -2	-2	100	-3	-2	102	3	12	-4
C[C@@H](NC(=O)[C@@H]1Cc2ccccc2CN1C(=O)OC(C)(C)C)C(=O)NC1CCCCC1
  -2	-6	99	0	-13	102	2	4	-22
O=C(NCC1CCCO1)C(c1cccs1)N(Cc1cccs1)C(=O)Cn1nnc(-c2cccs2)n1 (stereo not given)
  -2	4	-2.0*	4	12	66*[inhibitor]	5	-7	51
Cc1nc2nc(SCC(=O)NCCCN3CCCC3)nn2c(C)c1Cc1ccccc1Cl
  2	-1	133	5	3	103	9	5	22
CC1(C)C(=O)OC(c2c3ccccc3cc3ccccc23)C(C)(C)C1=O (stereo not given)
  -2	1	91	10	0	90	-12	-4	-5
CCOC(=O)NC1C=CS(=O)(=O)C1 (stereo not given)
  -1	-2	101	1	12	100	-8	-15	12
CN(C(=O)CSc1nnc(-c2n[nH]c3ccccc23)o1)c1ccccc1
  -4	-5	97	4	-12	100	11	3	25
COc1ccccc1-c1nnc(SCC(=O)Nc2ccccc2)o1
  1	17	102	7	-2	100	4	17	x
Cc1ccc(NC(=O)CSc2cn[nH]n2)cc1
  3	10	97	2	-5	98	1	-8	-12
COC(=O)CN(n1cnnc1)S(=O)(=O)c1ccc(C)cc1
  1	84*	104	-2	3	106	3	14	13
CCN(Cc1ccncc1)C(=O)CC1C(=O)NCCN1Cc1ccc(F)c(F)c1 (stereo not given)
  -3	2	109	5	-26	101	3	2	4
O=C(NC(=S)NNS(=O)(=O)c1ccccc1)c1cccnc1
  6	31*	89	3	-5	101	-10	-6	-10
CCOC(=O)Cc1nnc(NC(=O)C(CC)Sc2nnc3c4ccccc4n(C)c3n2)s1 (stereo not given)
  1	0	95	-6	8	99	-3	16	12
CC(=O)N1CCN(CC(O)Cn2c3ccccc3c3ccccc32)CC1 (stereo not given)
  4	0	107	-4	-12	102	6	7	9
CCOc1ccc2c(c1)/C(=N/N1C(=O)c3ccccc3C1=O)C(=O)N2
  7	4	85	-5	2	93	-13	0	-8
COc1cc(CC(NC(C)=O)C(=O)NC2CCN(S(=O)(=O)c3ccc(NC(C)=O)cc3)CC2)cc(OC)c1 (stereo not given)
  2	-11	99	-3	-6	99	0	0	14

M18AAP inhibitor: hit marks shown above
Order of results – IDE act	M18AAP inhibitor	MEKK2 WT-MEK5	IDE cell inh	pCIP destab	MEKK3 PB1 HTS	MEKK2 mut-MEK5	UBC9 SUMO inh	NALP1 yeast inh
COC(=O)CN(n1cnnc1)S(=O)(=O)c1ccc(C)cc1
  1	84*	104	-2	3	106	3	14	13
O=C(NC(=S)NNS(=O)(=O)c1ccccc1)c1cccnc1
  6	31*	89	3	-5	101	-10	-6	-10

(further entries)
Order of results – IDE act	M18AAP inhibitor	MEKK2 WT-MEK5	IDE cell inh	pCIP destab	MEKK3 PB1 HTS	MEKK2 mut-MEK5	UBC9 SUMO inh	NALP1 yeast inh
O=C(NCC(=O)N(Cc1ccco1)C(C(=O)NC1CCCC1)c1cccnc1)c1ccco1 (stereo not given)
  2	2	110	-3	x	108	2	x	x
CC(C)C[C@H]1CN=C(Nc2ccccc2)N1CC1CCC(C)CC1 (stereo not given in full)
  2	-11	110	-1	-13	105	8	-9	9
O=C(NN=C1CCC(=NNC(=O)c2cccnc2)CC1)c1cccnc1
  3	0	86	11	-14	99	-10	-11	12
CCS(=O)(=O)N1CCN(Cc2c[nH]c3ccccc23)CC1
  2	0	108	1	7	106	3	4	14
CN1/C(=C\C(=O)COC(=O)Cn2nnc(-c3ccccc3)n2)C(C)(C)c2ccccc21
  6	-21	96	3	-25	96	1	-19	12
COc1ccc2c(c1)c(C(=O)N/N=C/c1ccccc1Cl)c(C)n2C
  -4	-9	94	3	-11	96	-2	2	x
O=C(COC(=O)c1ccccc1Nc1ccccc1)NCc1ccccc1Cl
  0	-5	120	1	-8	107	20	5	33
Cc1ccc2nc(-c3ccc(NC(=S)NC(=O)C(C)C)cc3)sc2c1
  -3	-3	80	9	-23	82	-7	17	15
O=C(CNC(=O)c1ccccc1)OCc1ccc([N+](=O)[O-])cc1
  -2	-7	96	-2	-17	95	-2	-21	24
Cc1ccc(-c2nc3ncccc3n2O)cc1
  3	2	107	-1	2	103	6	18	4
Nc1nc(SCC(=O)OCc2ccccc2)[nH]c(=O)c1NC(=O)c1ccco1
  -1	0	101	1	1	99	6	4	x
CCN(CC)CCCN1C(=O)C(=O)/C(=C(/O)c2ccc3c(c2)OCCO3)C1c1ccco1 (stereo not given)
  -1	0	105	4	-13	102	3	25	7
Cc1ccccc1NC(=O)/C(=C\c1cccs1)NC(=O)c1ccco1
  6	3	99	-5	10	98	11	-2	34
CCOC(=O)c1cc(C#N)c(NCc2ccccc2)nc1C
  8	-9	99	-2	3	95	-4	10	15
CC(=O)NC1C(Oc2cccc(C)c2)OC2COC(c3ccco3)OC2C1O (stereo not given)
  -1	-2	92	4	8	96	-2	-12	20
CCC(C(=O)O)n1c2ccccc2c2cn[nH]c(=O)c21 (stereo not given)
  1	-2	109	1	1	105	7	-2	15
Cc1noc(C)c1COc1ccc(C(=O)N2CCCC(C(N)=O)C2)cc1 (stereo not given)
  2	4	104	5	6	103	3	-6	-53
Cc1ccc(OCCNc2ccc(C(F)(F)F)cc2[N+](=O)[O-])cc1
  -2	-4	102	-2	2	101	2	3	21
COc1cc(/C=C/C(=O)N2CCN(CC(O)COc3ccccc3)CC2)cc(OC)c1OC (stereo not given)
  2	0	100	1	1	103	0	14	0
O=C(c1ccc(C#CC2(O)CCCCC2)cc1)N1CCOCC1
  6	-5	98	1	-8	97	-4	7	2

The list goes on.
Order of results – IDE act	M18AAP inhibitor	MEKK2 WT-MEK5	IDE cell inh	pCIP destab	MEKK3 PB1 HTS	MEKK2 mut-MEK5	UBC9 SUMO inh	NALP1 yeast inh
CN(C)S(=O)(=O)c1cc(NC(=O)CSc2nn(-c3ccc(Cl)cc3)c(=S)s2)ccc1Cl
  2	-17	122	9	-10	105	1	-3	28
CC1(c2ccc3ccccc3c2)NC(=O)N(CC(=O)NCc2cccs2)C1=O (stereo not given)
  -2	-7	106	2	-16	110	-2	-2	18
Cc1ccccc1CC1(CO)CCCN(Cc2ccccc2Cl)C1 (stereo not given)
  -2	1	107	-3	-19	103	6	8	5
O=C(Nc1ncc2c(n1)CC(c1ccco1)CC2=O)c1ccc(Cl)cc1 (stereo not given)
  -2	5	x	4	-23	x	x	39	4
CCOCCCNC(=O)Cc1ccc(OC)c(OC)c1
  4	3	103	-2	-11	101	0	13	-13
COC(=O)c1ccc(NC(=O)Nc2ccc3c(c2)nc(C)n3C)cc1
  -1	-2	85	2	-16	89	-12	6	4
CCOC(=O)c1ccc(N/C=C/C(=O)c2ccccc2)cc1
  -1	1	91	2	-19	100	-12	7	2
COc1ccc2[nH]c3c(N4CCN(Cc5ccc6c(c5)OCO6)CC4)ncnc3c2c1
  -2	6	119	15	-7	103	3	10	0
NC(=O)c1sc2nc(-c3ccccc3)ccc2c1N
  4	24	103	2	-10	103	0	26	17
CCC(NC(=O)c1[nH]c(C)c(C(C)=O)c1C)c1ccc(Br)cc1 (stereo not given)
  2	2	93	-2	-16	98	-5	-10	28
O=C(COC(=O)C12CC3CC(CC(C3)C1)C2)NCc1ccco1
  3	12	101	-2	3	105	3	2	8
CCn1cc(/C=N\NC(=O)c2ccccc2Cl)cn1
  7	2	94	4	-4	94	-5	-6	18
O=C(CCc1ccccc1)Nc1cccc(-c2nnc(-c3ccco3)o2)c1
  1	7	101	10	-8	106	2	-10	38

These rows are one share of the data. The share of hits here may be higher or lower than overall.
